SIAE primary: blocks human sialic acid acetylesterase; inhibition, % at 9.66 µM; Q9HAT2; 0.69% of 370,000 active; SIAE FP-Rh probe binding, fluorescence polarization;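 active = inhibition above a cutoff: mean of compounds within the control limits plus 3 SD of those, cut at about 17% in these data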;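 also: 0% = plate median of compound wells and 100% = probe without SIAE protein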
PRMT1 FP inh: inhibitors of human PRMT1 | Q99873 | recombinant PRMT1, activity-based probe fluorescence polarization | inhibition, % at 2.79 µM | 1.3% of 370,000 active;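 active = inhibition above about 21% made by adding two undisclosed values, limit read from the data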
HTRA1 inhibitor: blocks human HTRA1 serine peptidase; 0.5% of 340,000 active; inhibition, % at 5.96 µM; recombinant HTRA1, FP-rhodamine activity-based probe, fluorescence polarization; AID 504803; Q92743; in the data active = inhibition above about 36%;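 also: 0% = enzyme with DMSO and 100% = wells lacking enzyme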
Target sequence (Q92743 whole entry, looked up): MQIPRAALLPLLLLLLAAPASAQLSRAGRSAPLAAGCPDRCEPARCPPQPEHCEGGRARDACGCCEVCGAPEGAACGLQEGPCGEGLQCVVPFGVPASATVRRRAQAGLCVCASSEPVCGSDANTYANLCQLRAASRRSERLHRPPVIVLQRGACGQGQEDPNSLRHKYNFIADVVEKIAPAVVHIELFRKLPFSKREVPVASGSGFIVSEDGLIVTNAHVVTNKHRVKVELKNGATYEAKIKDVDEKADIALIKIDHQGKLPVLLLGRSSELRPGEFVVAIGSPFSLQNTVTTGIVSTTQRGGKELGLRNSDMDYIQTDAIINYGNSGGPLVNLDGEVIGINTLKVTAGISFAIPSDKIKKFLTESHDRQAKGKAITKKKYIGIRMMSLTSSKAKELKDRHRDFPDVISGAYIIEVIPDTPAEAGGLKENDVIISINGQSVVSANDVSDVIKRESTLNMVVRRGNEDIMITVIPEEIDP
LEDGF integ inh: blocks HIV-1 LEDGF/p75-dependent DNA integration; TR-FRET IN-LEDGF/p75 DNA integration, Eu/Cy5; inhibition, % at 3.7 µM; 0.64% of 370,000 active;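 active = inhibition above the screen-wide mean plus 3 SD, cut at about 13% in these data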;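 also: signal is the Cy5 over europium emission ratio at 671 and 618 nm; 0% = plate median of compound wells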
NPR2 activator: GC-B (human) receptor activation; 0.11% of 370,000 active; activation, % at 10 µM; HEK293-GC-B cells, CNP EC30, cGMP TR-FRET; 0% at EC30 CNP, 100% saturating CNP;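 active = activation at 10 µM reaching about 35% in either raw or pattern-adjusted values, limit read from the data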
TCR CD3 inh: blocks the human TCR-CD3 interaction; 0.37% of 360,000 active; AID 651800; TAMRA-labeled TCR probe fluorescence, biochemical; inhibition, % at 9.4 µM; in the data active = inhibition above about 19%;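 also: recombinant mutant TCR 2C K166C tagged with TAMRA read by polarization; 0% = receptor in buffer alone and 100% = receptor with positive control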
TDP2 absorb: TDP2 (human) inhibition, absorbance primary screen; AID 720702; recombinant TDP2, T5PNP hydrolysis, p-nitrophenol absorbance 415 nm; O95551; inhibition, % at 12.8 µM; 0.34% of 370,000 active;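 active = inhibition above the mean of all tested compounds plus 3 SD, set per campaign, cut at about 25% in these data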;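 also: 0% = DMSO with enzyme and 100% = buffer with substrate but no TDP2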
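test system = human TDP2 enzyme | input = TDP2 enzyme at 120 nM final | medium = 50 mM Tris-HCl pH 7.5 with Mg2+, KCl, DTT, BSA | also added = T5PNP substrate, 5 mM | times = 2 h at 37 °C | technique = epi absorbance | benchmarks = high control without enzyme, low control DMSO plus TDP2 | replication = each compound tested once, singlicate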
MBD2 inh: blocks human MBD2 binding to methylated DNA; Q9UBB5; AID 686964; 0.31% of 370,000 active; inhibition, % at 4.4 µM; TR-FRET, MBD2 binding to methylated oligonucleotide; in the data active = inhibition above about 13%
rCAG binder: binds r(CAG) RNA repeats. 1.3% of 370,000 active. r(CAG) RNA repeat, TO-PRO-1 dye displacement fluorescence. inhibition, % at 3 µM;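 active = inhibition above the plate cutoff, the mean of all test compounds on that plate plus 3 SD, cut at about 35% in these data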;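 also: 0% = DMSO alone and 100% = 100 µM mitoxantrone as full dye displacement; higher means more dye released from RNA so lower well fluorescence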
ABHD4 inh: ABHD4 (mouse) inhibition, primary FP screen. Q8VD66. purified mABHD4, FP-Rh probe fluorescence polarization. inhibition, % at 8.92 µM. 0.54% of 370,000 active. AID 720543;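 active = inhibition exceeding the mean over every tested compound plus 3 SD, cut at about 30% in these data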;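 also: 0% = plate median of compound wells and 100% = S159A mutant with DMSO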
Target sequence (Q8VD66 whole entry, looked up): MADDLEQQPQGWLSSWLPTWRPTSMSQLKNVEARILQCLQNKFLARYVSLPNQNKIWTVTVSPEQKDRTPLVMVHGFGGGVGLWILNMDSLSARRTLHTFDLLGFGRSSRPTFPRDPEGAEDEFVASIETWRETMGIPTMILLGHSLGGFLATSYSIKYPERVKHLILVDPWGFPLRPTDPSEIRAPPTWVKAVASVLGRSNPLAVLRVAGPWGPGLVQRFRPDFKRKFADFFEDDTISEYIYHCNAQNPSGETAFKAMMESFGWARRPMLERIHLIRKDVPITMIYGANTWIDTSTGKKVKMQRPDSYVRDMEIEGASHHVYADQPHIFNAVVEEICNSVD
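Test system: mABHD4 protein; Read-out basis: % inhibition; Incubation: 45 min + 60 min at 25 °C; Repeats: single replicate; Technique: fluorescence polarization with parallel and perpendicular emission, 525/598 nm; Compound: 8.92 µM, single dose; Benchmarks: full inhibition S159A mutant plus DMSO, zero as sample-well median.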
Active calls of the source: *. A portion of the library; the hit share may differ from the screen's.

SMILES	SIAE primary	PRMT1 FP inh	HTRA1 inhibitor	LEDGF integ inh	NPR2 activator	TCR CD3 inh	TDP2 absorb	MBD2 inh	rCAG binder	ABHD4 inh
COc1ccc(NC(=O)c2ccc(COc3ccccc3OC)o2)cc1OC	5	1	1	1	-1	3	1	-6	1	-2
CCCCn1c(SCC(=O)Nc2nnc(C)s2)nc2c1c(=O)n(C)c(=O)n2C	1	-1	-6	2	0	2	6	10	2	6
CCOc1ccc(/C=N/N2C(C)CCCC2C)cc1OC (stereo unspecified)	7	2	-3	2	-2	-6	0	3	-1	-7
Cc1cc(C)nc(N2CCN(C(=O)CCC(=O)Nc3nnc(CC(C)C)s3)CC2)n1	0	-7	6	3	2	6	-9	-3	-8	-5
CCOC(=O)C(=O)NCC(c1cccs1)S(=O)(=O)c1ccc(C)cc1 (stereo unspecified)	1	-3	24	4	-3	-3	-5	-3	1	-5
O=C(CC(c1ccccc1)c1ccccc1)Nc1ccc(Cl)cn1	-15	-3	-34	-1	-26	-6	-23	-5	4	-36
COc1ccccc1NC(=O)CSc1ccc2nnc(-c3ccncc3)n2n1	-3	-5	6	3	3	-1	12	-6	3	0
COc1ccc(CN2CCNC(=O)C2CC(=O)N(C)Cc2nccs2)cc1OC (stereo unspecified)	8	0	0	0	-2	1	-1	-3	-3	-6
NS(=O)(=O)c1ccc(CNC(=O)C(c2ccccc2)c2ccccc2)cc1	0	1	4	2	2	2	10	-5	4	-4
CCN1CCN(Cc2ccc(NC(=O)c3ccc(C)c(NC(=O)c4csc(-c5ccncc5)n4)c3)cc2C(F)(F)F)CC1	-1	-1	-68	-2	4	7	-2	6	2	-11
O=[N+]([O-])c1ccc(-c2cnc(NO)nc2)cc1	7	-1	4	1	1	-2	-5	-1	1	5
COc1cccc(NC(=O)CN2C(=O)NC(C)(CCC(C)C)C2=O)c1 (stereo unspecified)	-1	2	0	-1	-5	0	4	5	-3	0
NCCCC[C@H]1CN=C(N)N1CCC12CC3CC(CC(C3)C1)C2	4	-4	4	3	1	-2	6	4	12	6
CCc1ccc(OCC(=O)NC(=S)Nc2ccc(F)cc2)c(Br)c1	-5	2	3	-2	-2	-1	-9	5	2	5
CCN(CC)C(=O)C(=O)c1cn(CC(=O)NCc2ccc3c(c2)OCO3)c2ccccc12	-2	4	0	-3	-1	0	-2	3	-4	-5
COC(=O)C(C)Sc1ncnc2c1c(-c1ccccc1)cn2-c1ccc(OC)cc1 (stereo unspecified)	0	-2	-30	3	-2	2	-6	-3	4	-12
CCN1CCN(C(=O)C(C)Oc2ccc(S(=O)(=O)N3CCCC3)cc2C(N)=O)CC1 (stereo unspecified)	-3	-2	0	2	6	4	7	3	1	4
CCOc1ccccc1C(=O)Nn1c(C2CCC2)nc2ccccc2c1=O	1	2	-9	1	-2	3	5	1	-1	-6
CCOC(=O)C1=C(N)N(c2cc(S(=O)(=O)N3CCOCC3)ccc2Cl)C(=O)C1	5	-3	-3	-1	1	7	-7	4	13	-1
CCC(C)NC(=O)c1ccccc1NC(=O)CN1C(=O)c2ccccc2S1(=O)=O (stereo unspecified)	-2	8	-2	-3	-9	0	1	0	3	12

Single entries from the list:
`CCN1CCN(C(=O)C(C)Oc2ccc(S(=O)(=O)N3CCCC3)cc2C(N)=O)CC1` (stereo unspecified) | TCR CD3 inh: 4
`CCC(C)NC(=O)c1ccccc1NC(=O)CN1C(=O)c2ccccc2S1(=O)=O` (stereo unspecified) | TDP2 absorb: 1

Carrying on:
SMILES	SIAE primary	PRMT1 FP inh	HTRA1 inhibitor	LEDGF integ inh	NPR2 activator	TCR CD3 inh	TDP2 absorb	MBD2 inh	rCAG binder	ABHD4 inh
O=C(NC1CCCC1)C(c1cccs1)N(C(=O)c1ccno1)c1ccccc1 (stereo unspecified)	3	-1	7	0	0	-1	11	0	-3	1
CC1CCc2cc(F)ccc2N1C(=O)c1ccncc1 (stereo unspecified)	4	-1	0	0	-2	4	5	3	0	2
O=C(N/N=C/c1ccc2c(c1)OCO2)c1ccc(NS(=O)(=O)c2cccs2)cc1	5	-2	-4	-2	-2	3	8	1	22	-5
Cc1ccc(NC(=O)Nc2cc(-c3ccccc3)nn2C)cc1Cl	-3	0	-24	-4	-10	0	3	2	20	-20
CC(Oc1ccccc1)C(=O)N1CCN(c2ccc(N3CCCCC3)nn2)CC1 (stereo unspecified)	9	0	-2	-1	-3	-9	4	-8	-2	-1
CCOCCn1c(CN2CCc3ccccc3C2)nc2c1c(=O)n(C)c(=O)n2C	-11	4	0	-1	1	-18	-9	6	-5	-11
Cc1nc(Cl)sc1C(=O)Nc1cccc2ccccc12	-2	0	-1	5	9	-13	-4	-1	5	1
NS(=O)(=O)c1ccc(-c2ccc(/C=N/Nc3ccc(C(=O)O)cc3)o2)cc1	-4	7	-3	-2	-2	-8	-1	-2	17	18
Cc1ccnc2nc(C(=O)OCC(=O)N(CC(C)C)CC(C)C)nn12	-2	-2	2	-1	-2	-6	1	6	-4	2
O=C(CC1CC2CCC1C2)N1CCN(S(=O)(=O)c2ccccc2[N+](=O)[O-])CC1 (stereo unspecified)	10	0	-6	2	1	7	3	1	0	-4

In the list so far, these have a nitro group on carbon:
SMILES	SIAE primary	PRMT1 FP inh	HTRA1 inhibitor	LEDGF integ inh	NPR2 activator	TCR CD3 inh	TDP2 absorb	MBD2 inh	rCAG binder	ABHD4 inh
O=[N+]([O-])c1ccc(-c2cnc(NO)nc2)cc1	7	-1	4	1	1	-2	-5	-1	1	5
O=C(CC1CC2CCC1C2)N1CCN(S(=O)(=O)c2ccccc2[N+](=O)[O-])CC1 (stereo unspecified)	10	0	-6	2	1	7	3	1	0	-4

Going on with the list:
SMILES	SIAE primary	PRMT1 FP inh	HTRA1 inhibitor	LEDGF integ inh	NPR2 activator	TCR CD3 inh	TDP2 absorb	MBD2 inh	rCAG binder	ABHD4 inh
COc1ccc(CCNC(=O)c2n[nH]c(=O)c3ccccc23)cc1	0	3	-1	1	-7	-1	-4	1	7	-4
Cc1cc(C)cc(N(CC(=O)NC2CCCCCC2)S(=O)(=O)c2c(C)[nH]c(=O)[nH]c2=O)c1	1	-2	-1	1	5	1	1	-1	3	-3
CCCN1C(=O)/C(=C2/C=Cc3ccccc3N2CC)SC1=S	-5	10	11	-2	2	-10	-17	5	3	1
Cc1cccc(NC(=O)c2ccccc2C(=O)Nc2cccc(C)c2)c1	3	-1	-10	3	0	-8	-8	-4	3	5
Cc1oc(-c2ccccc2F)nc1CN1CCC(C(=O)NCCC2=CCCCC2)CC1	-3	-3	-5	-1	-2	6	-3	1	-10	3
CC(=O)Nc1nc2ccc(S(=O)(=O)N3CCCC3)cc2s1	-3	-3	2	2	0	7	11	-2	3	-1
COCCNCC#CCOc1ccc(OC)cc1	1	-4	0	0	2	2	8	0	-1	3
CCOc1ccccc1NS(=O)(=O)c1cccs1	5	0	-3	2	-1	-7	1	9	-2	-5
CC(=O)c1c(C)[nH]c(C(=O)OCc2cccc(Cl)c2)c1C	-1	0	-24	4	2	4	8	-5	-3	-9
COc1ccc(C(=O)ON=C2CCN(c3ccc([N+](=O)[O-])cc3)CC2)cc1	-3	0	-15	-1	-11	2	-8	-8	7	1
O=C(CN1C(=O)CCC1=O)Nc1ccc(Br)cc1	4	1	4	7	-3	4	-1	0	1	-6
CCN(CC)CC(=O)Nc1sc(C)cc1C(=O)c1ccccc1	-1	-1	-28	-2	-5	-8	-7	-3	-1	9
CCOc1cccc(C(=O)Nc2ccc(NC(=O)c3cc4ccccc4o3)c(OC)c2)c1	-5	-1	-2	1	-11	-1	12	-4	-2	0
Cc1cc(C)c(C(=O)N2CCCC(N3CCN(c4cccc(C(F)(F)F)c4)CC3)C2)o1 (stereo unspecified)	4	0	-8	-2	-5	2	8	-2	-12	4
Cc1cnc(NC(=O)CSc2nnc(-c3ccccc3)n2Cc2ccccc2)s1	-2	3	-22	0	13	-6	-11	-2	-5	5
CCOC(=O)C1(CCCc2ccccc2)CCN(C(=O)CCC2=NNC(=O)CC2)CC1	-1	2	-2	-2	5	5	7	-5	-8	-2
O=C(CNS(=O)(=O)c1ccccc1)NCc1ccccn1	8	-3	3	2	5	7	4	-6	-1	1
Cc1c(NC(=S)NC(=O)C(C)(C)C)c(=O)n(-c2ccccc2)n1C	11	-1	-5	1	3	5	-1	3	-6	2
Cc1sc2ncn(CC(=O)N3CCC(C(N)=O)CC3)c(=O)c2c1S(=O)(=O)N1CCOCC1	-5	-2	3	2	2	5	16	1	2	1
CCOc1ccc(-c2nnc(SCC(=O)NC3CC3)o2)cc1	3	0	3	-5	-4	0	7	2	0	-2
CCNC(=S)N/N=C(\C)c1cccc(OC)c1	0	0	9	4	10	-2	-8	-2	1	-2
Cc1nnc(NC(=O)Cn2nc(C)c3ccccc3c2=O)s1	0	-5	3	1	1	-6	6	-3	-1	4
CCCc1ccc(-c2cc(NC(=O)CSc3nnc(N)s3)n(-c3ccccc3)n2)cc1	-19	1	-53	-1	-6	11	5	2	16	-19
O=C(NCCO)/C(=C\c1cccc([N+](=O)[O-])c1)NC(=O)c1cccs1	12	3	7	-4	-3	-3	9	1	2	1
Cn1ncc(Cl)c1C(=O)N1CCN(c2ncccn2)CC1	-2	-1	1	2	1	6	-8	2	-7	-1

Taken from the results shown (4 entries):
SMILES	SIAE primary	PRMT1 FP inh	HTRA1 inhibitor	LEDGF integ inh	NPR2 activator	TCR CD3 inh	TDP2 absorb	MBD2 inh	rCAG binder	ABHD4 inh
Cc1sc2ncn(CC(=O)N3CCC(C(N)=O)CC3)c(=O)c2c1S(=O)(=O)N1CCOCC1	-5	-2	3	2	2	5	16	1	2	1
CCOc1ccc(-c2nnc(SCC(=O)NC3CC3)o2)cc1	3	0	3	-5	-4	0	7	2	0	-2
CCNC(=S)N/N=C(\C)c1cccc(OC)c1	0	0	9	4	10	-2	-8	-2	1	-2
Cc1nnc(NC(=O)Cn2nc(C)c3ccccc3c2=O)s1	0	-5	3	1	1	-6	6	-3	-1	4
